Platelet DG rel: inhibitors of platelet dense granule secretion, primary screen, cell-based, MLPCN, human platelets; hit rate 0.22% among 300,000; AID 1663, 2009; human platelet-rich plasma, SFLLRN dense granule ATP release, luminescence; inhibition, %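 (compounds screened at 7.5 µM in platelet-rich plasma)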;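 active = mean replicate score, as percent of positive control, at or above 50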
TRPC4 inh: inhibitors of mouse TRPC4 channel, primary screen, Fluo4 calcium, HEK293 TRPC4beta/mu-opioid cells; B-score at 10 µM; hit rate 0.39% among 300,000; Short transient receptor potential channel 4 (Mus musculus), Q9QUQ5; DAMGO-evoked Fluo4 calcium flux; stronger effect = lower value; AID 2247, 2010;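 active = B-score over 3 SD under the library average, no early fluorescence shift, positive overall ratio signal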
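test system = HEK293 cells with stable TRPC4beta plus mu-opioid receptor expression | detection = Fluo4 Ca2+ flux fluorescence | read-out = integrated fluorescence ratio relative to baseline, converted to per-well B score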
RGS4 pot: RGS4 potentiators or activators, primary screen, cell-based, HEK293 M3R inducible RGS4, calcium flux | carbachol calcium flux Fluo4; stronger effect = lower value | B-score at 10 µM | hit rate 0.92% among 310,000 | AID 463111, 2010;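 active = B-score of the integrated calcium signal more than 4 SD below the library mean, with starting fluorescence not abnormally high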;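 also: negative B-score means reduced calcium response which marks RGS4 activation or potentiation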
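Test system: HEK293 cells with stable M3R and inducible RGS4; also added: carbachol at ECmax as muscarinic agonist stimulus; schedule: dye loading 30 min 37 °C, buffer rest 30 min RT; technique: kinetic calcium fluorescence imaging with Fluo4-AM dye, 2 µM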
MrgX1 antagonist: antagonists of human MrgX1 receptor, primary screen, HEK293 cells, Fluo-4 calcium flux; B-score at 10 µM; BAM8-22 antagonism; stronger effect = lower value; hit rate 1.3% among 310,000; AID 588676, 2011;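 active = calcium-response B-score plate-corrected more than 3 library SD below zero, starting fluorescence within 5 deviations, no agonist response on first addition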;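 also: peak minus trough fluorescence over baseline after final BAM8-22 challenge near maximal dose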
HIF act: HIF pathway transcriptional activators, primary screen, cell-based, U2OS HRE-luciferase, luminescence | activation, % at 7.5 µM (by protocol) | AID 1910, 2009 | hit rate 0.32% among 300,000 | U2OS HRE-luciferase reporter; normalized: DMSO 0%, desferrioxamine 100%;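 active = mean activation of at least 10% of the iron chelator positive control signal, with at least half of replicates also reaching 10%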
TRPC6 activator: mouse TRPC6 channel activators, primary screen, cell-based, HEK293, membrane potential dye; Short transient receptor potential channel 6 (Mus musculus), Q61143; HEK293-TRPC6 membrane potential dye fluorescence; stronger effect = higher value; B-score at 10 µM; hit rate 0.13% among 310,000;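 active = B-score of the integrated fluorescence ratio above library mean plus 3 SD, and starting fluorescence ratio within library mean plus 5 SD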;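 also: higher score means more depolarization so channel activation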
Target sequence (Q61143 whole entry, looked up): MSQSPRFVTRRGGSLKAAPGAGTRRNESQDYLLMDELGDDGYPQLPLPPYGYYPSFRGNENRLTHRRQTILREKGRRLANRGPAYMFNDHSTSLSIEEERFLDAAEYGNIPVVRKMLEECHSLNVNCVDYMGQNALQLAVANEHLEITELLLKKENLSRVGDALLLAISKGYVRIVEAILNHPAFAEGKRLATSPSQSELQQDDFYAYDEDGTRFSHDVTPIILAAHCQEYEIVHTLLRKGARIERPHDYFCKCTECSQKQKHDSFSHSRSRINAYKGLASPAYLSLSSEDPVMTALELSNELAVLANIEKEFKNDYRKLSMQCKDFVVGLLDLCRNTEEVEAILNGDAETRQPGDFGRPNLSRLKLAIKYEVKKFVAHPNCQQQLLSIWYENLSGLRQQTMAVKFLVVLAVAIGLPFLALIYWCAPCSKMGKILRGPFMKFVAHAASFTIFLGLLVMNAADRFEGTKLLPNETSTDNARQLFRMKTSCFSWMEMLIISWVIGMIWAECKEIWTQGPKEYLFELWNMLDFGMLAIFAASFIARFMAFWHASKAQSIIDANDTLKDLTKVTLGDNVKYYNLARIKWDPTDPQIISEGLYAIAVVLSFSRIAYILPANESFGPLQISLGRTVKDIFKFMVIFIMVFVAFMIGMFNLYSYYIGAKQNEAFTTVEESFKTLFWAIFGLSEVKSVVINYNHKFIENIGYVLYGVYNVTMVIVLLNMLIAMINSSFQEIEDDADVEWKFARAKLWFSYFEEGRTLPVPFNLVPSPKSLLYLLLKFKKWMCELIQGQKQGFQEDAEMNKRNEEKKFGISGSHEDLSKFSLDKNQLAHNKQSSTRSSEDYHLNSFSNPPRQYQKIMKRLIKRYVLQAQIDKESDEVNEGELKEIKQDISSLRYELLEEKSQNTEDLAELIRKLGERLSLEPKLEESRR
RGS4 block: RGS4 inhibitors, primary screen, cell-based, HEK293 M3R inducible RGS4, calcium flux | Regulator of G-protein signaling 4 (Homo sapiens), P49798 | Fluo-4 calcium flux; stronger effect = higher value; triggered by carbachol at its EC20 | B-score at 10 µM | hit rate 0.45% among 310,000;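 active = B-score, a plate-corrected calcium signal, over three deviations above library mean, with baseline fluorescence within five deviations of library mean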;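 also: RGS4 expression induced by doxycycline in cells with stable M3 receptor; B-score is computed from the integrated fluorescence ratio over baseline after carbachol; higher B-score means a larger calcium signal and so more RGS4 inhibition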
MrgX1 allo act: positive allosteric modulators of MrgX1, primary screen, HEK293 cells, Fluo-4 calcium flux; AID 588675, 2011; hit rate 0.63% among 310,000; FDSS; stronger effect = higher value; B-score at 10 µM; Mas-related G-protein coupled receptor member X1 (Homo sapiens), Q96LB2;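 active = plate-corrected calcium response at least 3 library SD above typical, normal starting fluorescence, not activating the receptor alone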;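 also: compound read alongside a low EC10 to EC30 dose of BAM8-22 agonist; peak minus trough fluorescence over baseline measured at the second addition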
TRPC6 inh: mouse TRPC6 channel inhibitors, primary screen, cell-based, HEK293, membrane potential dye | B-score at 10 µM | ACh-evoked depolarization; stronger effect = lower value | hit rate 1.1% among 310,000;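 active = B-score under library mean minus 3 SD, initial fluorescence not abnormally high, positive integrated signal ratio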;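 also: B-score derived from integrated fluorescence ratio over the kinetic read; more negative B-score means stronger inhibition of depolarization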
MrgX1 agonist: agonists of human MrgX1 receptor, primary screen, HEK293 cells, Fluo-4 calcium flux | Fluo-4 calcium fluorescence, agonist mode; stronger effect = higher value | hit rate 0.44% among 310,000 | Mas-related G-protein coupled receptor member X1 (Homo sapiens), Q96LB2 | AID 588627, 2011 | B-score at 10 µM;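 active = calcium response B-score plate-corrected fluorescence ratio at least 3 library SD, with starting fluorescence B-score inside 5 SD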
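Test system: HEK293 cells stably expressing human MrgX1 receptor; amount: 15,000 cells per well; doses: compound delivered in addition one of three; times: overnight plating before 1 h dye loading; detection: Fluo-4 NW calcium-flux fluorescence, kinetic read; read-out basis: B-scored fluorescence response ratio; controls: positive and negative controls per plate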
SKKanGAS inh: S. pyogenes SKKanGAS growth inhibitors in kanamycin, primary screen, streptokinase expression inhibitor project, SKKanGAS strain, BacTiter-Glo luminescence | hit rate 1.3% among 300,000 | 6 h | inhibition, % at 7.5 µM;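 active = mean replicate score, as percent of positive control median, at least 50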;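 also: strain carries kanamycin resistance gene driven by streptokinase promoter and grows in 40 µg/ml kanamycin; loss of luminescence reflects streptokinase promoter inhibition or plain growth inhibition; 0% = median of DMSO wells and 100% = positive control at its reference dose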
Numbers without * were called inactive; i = inactive; . = not tested or not shown.

mol	Platelet DG rel	TRPC4 inh	RGS4 pot	MrgX1 antagonist	HIF act	TRPC6 activator	RGS4 block	MrgX1 allo act	TRPC6 inh	MrgX1 agonist	SKKanGAS inh
CCCCCN(C(=O)CCC(=O)OCCOc1ccc(OCC)cc1)c1c(N)n(CCCC)c(=O)[nH]c1=O	38.5	i	i	i	-0.4	i	i	i	i	i	-4.3
COC(=O)c1ccccc1OCCOCCOc1cccc2ccc(C)nc12	0.7	i	i	i	-0.4	i	i	i	i	i	-3.7
CCc1ccc(-c2nc(SCC(=O)N(C)C3CCS(=O)(=O)C3)n[nH]2)cc1 (configuration not stated)	3.9	i	i	i	0.4	i	i	i	i	i	-17.5
C=CCn1c(SCc2c(C(=O)OC)sc(N)c2C(=O)OC)nnc1-c1ccc(Cl)cc1	4.7	i	i	i	0.0	i	i	i	i	i	14.9
CC1=NNC(=O)C1CCC(=O)N/N=C/C=C/c1ccccc1 (configuration not stated)	-3.4	i	i	i	-0.2	i	i	i	i	i	-14.5
Cc1nn(CCc2n[nH]c(=S)n2-c2ccc(F)cc2)c(C)c1[N+](=O)[O-]	-3.0	i	i	i	-0.1	i	i	i	i	i	1.9
COc1ccc(NC(=S)NC2CCCCC2)cn1	-8.1	i	i	i	3.4	i	i	i	i	i	-6.4
O=S(=O)(Nc1ccc(Cl)cn1)c1cccs1	-9.1	i	i	i	0.5	i	i	i	i	i	3.2
Cc1cnc(NC(=O)c2sc(Nc3ccccc3)nc2N)o1	-11.5	i	i	i	2.0	i	i	i	i	i	11.0
COc1ccc(CN2CC(=O)N(c3ccc(Cl)cc3)C2=S)cc1OC	-2.2	i	i	i	-12.1	i	i	i	i	i	1.7
CN1C(=O)S/C(=C/c2cccn2-c2cccc(C(=O)O)c2)C1=O	1.1	i	i	i	-0.2	i	i	i	i	i	14.0
COc1ccc(Cc2nnc(NC(=O)c3cccc(C)c3)s2)cc1	6.5	i	i	i	-0.1	i	i	i	i	i	8.2
O=C1C(Cc2ccccc2)NC(=S)N1c1ccccc1 (configuration not stated)	6.0	i	i	i	1.6	i	i	i	i	i	-3.1
O=c1c(/C=N/O)coc2ccc3ccccc3c12	.	i	i	i	.	i	i	i	i	i	2.1
Cn1c(=S)ccc2ccccc21	-2.4	i	i	i	-0.1	i	i	i	i	i	0.6
Cc1cc(NC(=O)COC(=O)c2oc3c(ccc4ccccc43)c2C)no1	9.6	i	i	i	-2.1	i	i	i	i	i	-8.3
C/C(CC(=O)Nc1ccc(Br)cc1)=N\NC(=O)c1cccc(O)c1	-7.2	i	i	i	-46.2	i	i	i	i	i	0.9
COc1ccc(OCCNC(=O)Nc2cc(F)c(F)cc2Cl)cc1	9.5	i	i	i	0.0	i	i	i	i	i	0.1
O=C1CCN(Cc2ccccc2)CCN1[C@H](COc1ccccc1)c1ccccc1	-1.7	i	i	i	0.4	i	i	i	i	i	9.2
Cc1cc2ccccc2n1CCNC(=O)c1cccs1	-1.2	i	i	i	2.0	i	i	i	i	i	-0.3
CCN(CC)c1ccc(/C=N/NC(=O)c2cccc(S(=O)(=O)N3CCOCC3)c2)c(O)c1	-1.0	i	i	i	101.9*	i	i	i	i	i	12.2
O=C(CCc1c[nH]c2ccccc12)NCCc1ccc(Cl)cc1	-9.0	i	i	i	-10.5	i	i	i	i	i	-0.8
CCOc1ccc(CC(=O)Nc2c3c(nn2C(C)(C)C)CS(=O)(=O)C3)cc1	-8.5	i	i	i	0.0	i	i	i	i	i	9.5
CC(C)c1cc(C(C)C)c(S(=O)(=O)N2CCNCC2)c(C(C)C)c1	0.9	i	i	i	-0.6	i	i	i	-5.77*	i	1.3
Cc1ccccc1CNC(=O)c1ccc(CSCc2ccccc2)cc1	9.8	i	i	i	-0.3	i	i	i	i	i	9.5
CSc1nc(C)c(C(=O)C[n+]2ccc(C)cc2)cc1C#N	-26.4	i	i	i	1.3	i	i	i	i	i	4.5
COc1cc(C(=O)NC(=S)Nc2ccc3c(c2)C(=O)N(C)C3=O)cc(OC)c1OC	2.4	i	i	i	0.0	i	i	i	i	i	26.4
O=C(C1CCCN(c2ncnc3c2nc2n3CCCCC2)C1)N1CCN(c2ccccc2F)CC1 (configuration not stated)	-1.8	i	i	i	-0.2	i	i	i	i	i	8.4
CCCn1nc(NC(=O)C2CCCO2)c2cc3cc(C)ccc3nc21 (configuration not stated)	-6.0	i	i	i	1.8	i	i	i	i	i	8.5
Cc1ccc(N=C2NC(=O)/C(=C\c3ccc(C)s3)S2)cc1	1.7	i	i	i	0.4	i	i	i	i	i	2.4

Following part.
mol	Platelet DG rel	TRPC4 inh	RGS4 pot	MrgX1 antagonist	HIF act	TRPC6 activator	RGS4 block	MrgX1 allo act	TRPC6 inh	MrgX1 agonist	SKKanGAS inh
Cc1ccccc1CNS(=O)(=O)c1c(C(=O)N2CCCC2)c(C)n(C)c1C	-4.6	i	i	i	0.3	i	i	i	i	i	5.1
O=C(c1cccc(F)c1F)N1CCCC1	-1.3	i	i	i	-19.5	i	i	i	i	i	0.7
CCOC(=O)COn1c(=O)c(-c2ccc(OCC)cc2)[n+]([O-])c2ccccc21	-0.7	i	i	i	2.1	i	i	i	i	i	-2.1
O=C(CSc1cccs1)Nc1ccc2ccccc2c1	-5.1	i	i	i	2.7	i	i	i	i	i	11.5
O=C(c1ccccc1)N1CCCOC1c1ccccc1 (configuration not stated)	0.4	i	i	i	-0.8	i	i	i	i	i	9.0
O=C(NNS(=O)(=O)c1ccc([N+](=O)[O-])cc1)C(=O)Nc1cccc(C(=O)O)c1	-12.7	i	i	i	0.0	i	i	i	i	i	-6.5
c1ccc2oc(-c3ccn[nH]3)cc2c1	0.3	i	i	i	3.3	i	i	i	i	i	-1.3
CCOC(=O)c1c(NC(=O)CN2C(=O)c3ccccc3C2=O)sc(Cc2ccc3c(c2)OCO3)c1C	5.1	i	i	i	0.0	i	i	i	i	i	-1.9
COc1ccccc1OCCCCN1CCCCC1	-12.4	i	i	i	0.3	i	i	i	i	i	-12.0
Cc1ccc(C(=O)NNC(=O)Cc2cccs2)cc1	11.1	i	i	i	0.8	i	i	i	i	i	0.2
CC(C)OC(=O)CSc1nnc2n1C(C)(C)Cc1ccccc1-2	10.1	i	i	i	0.3	i	i	i	i	i	2.8
CCN(CC)S(=O)(=O)c1ccc2c3c(cccc13)C(=O)N2	-7.4	i	i	i	-0.2	i	i	i	i	i	1.6
Cc1ccc(OCc2ccc(C(=O)N3CCCC3)o2)c([N+](=O)[O-])c1	-2.1	i	i	i	1.1	i	i	i	i	i	0.3
CC(=O)N1N=C2/C(=C/c3ccccc3)CCCC2C1c1ccccc1 (configuration not stated)	5.8	i	i	i	-0.1	i	i	i	i	i	2.5
O=C(NNC(=S)Nc1cccc(Cl)c1)c1ccccc1OC(F)F	-3.6	i	i	i	0.0	i	i	i	i	i	-6.7
N#C/C(=C\c1ccc(-c2ccc(C(=O)O)cc2)o1)C(=O)Nc1ccc(F)cc1	-3.0	i	i	-4.61*	-6.1	i	i	i	i	i	27.6
COc1ccccc1N(CC(=O)NCCSCc1ccc(Cl)cc1)S(C)(=O)=O	-0.9	i	i	i	-1.5	i	i	i	i	i	-0.4
C/C(=N\NC(=O)CSc1nc(C)cc(C)n1)c1cccc([N+](=O)[O-])c1	0.4	i	i	i	-0.4	i	i	i	i	i	3.9
O=c1oc2ccccc2cc1-c1cn(-c2ccccc2)c(=S)[nH]1	7.1	i	i	i	-6.3	i	i	i	i	i	12.7
COc1cccc(CNC(=O)CSCC(=O)Nc2ccc(C)cc2)c1	-1.3	i	i	i	0.3	i	i	i	i	i	-10.0
COc1ccc(CNC(=O)C(C)n2nc(C)n3c(cc4occc43)c2=O)cc1 (configuration not stated)	-7.0	i	i	-8.11*	-0.6	i	i	i	i	i	1.3
c1ccc(Cc2nnc3sc(-c4ccccn4)nn23)cc1	-1.6	i	i	i	.	i	i	i	i	i	1.7
COc1cc(-c2nc3ccc(N4CCN(C)CC4)cc3[nH]2)cc(OC)c1OC	-4.8	i	i	i	2.7	i	i	i	i	i	-3.3
Cc1nc2ccccc2c(C)c1CC(=O)N(CC(C)C)c1c(N)n(Cc2ccccc2)c(=O)[nH]c1=O	0.5	i	i	i	-1.3	i	i	i	i	i	3.6
COC(=O)c1ccccc1NC1=C/C(=N\S(=O)(=O)c2cccs2)c2ccccc2C1=O	-3.8	i	i	i	0.1	i	i	i	i	i	21.8
CC(C)c1ccc(NS(=O)(=O)c2cccc3cccnc23)cc1	-1.7	i	i	i	-0.5	i	i	i	i	i	-3.1
CCOC(=O)C1(Cc2ccccc2C)CCCN(C(=O)CN2C(=O)CSC2=O)C1 (configuration not stated)	-2.9	i	i	i	-0.1	i	i	i	i	i	5.9
O=S(=O)(c1ccccc1)N1N=C(c2ccccc2)CC1c1ccccc1 (configuration not stated)	-16.4	i	i	i	.	i	i	i	i	i	16.7
CC1CCc2nc(N)c(C#N)c(-c3ccncc3)c2C1 (configuration not stated)	-4.7	i	i	i	-0.4	i	i	i	i	i	4.5
O=C(Nc1cc(NC(=O)c2ccccc2F)ccc1Cl)c1ccccc1	-0.7	i	i	i	-1.1	i	i	i	i	i	-0.5
